From PubChem BioAssay
AT treatment: candidate therapy for ataxia-telangiectasia | actives 0.19% (n = 320,000) | Potency, µM (series often up to 57.5 µM), for the others: top-dose activation, actives largely listed as activators | […] A-T fibroblasts, KAP-1 phosphorylation AlphaLISA; neocarzinostatin DNA damage 30 min before lysis; further: potency means the concentration at half of the fitted maximal effect; % of control where 0% means no effect; nearly all actives have a fitted effect of over 45% in size
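ATM-like activity read as KAP-1 phosphorylation via AlphaLISA donor/acceptor antibody pairs after lysis and 6 hr at 25C. Cells were ATM-null patient fibroblasts ([…], hTERT), dosed 60 min, then exposed to the DSB inducer NCS for 30 min.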
TSHR antag: antagonists of human thyroid stimulating hormone receptor; P16473; TSHR-expressing cells, TSH-stimulated cAMP HTRF, 2 h; hits give low values; activity change, negative = inhibition, % at 11.5 µM; actives 0.2% (n = 330,000); AID 504810;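 active means activity change below a set negative limit, meaning inhibition stronger than a set level, cut at about -70% in these data; inconclusive means activity change between two set negative limits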; further: on the % scale 0 is the no-effect control and ±100 the full control effect
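Freshly harvested TSHR cells receive pin-tooled compound, then EC80 TSH at 4nM final. After 2 hours at 37 deg C, antibody in lysis buffer and cAMP-d2 are added; 30 minutes at ambient temperature precede the HTRF read.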
Eya2 phos inh: Eya2 (human) phosphatase inhibition; O00167; recombinant Eya2, OMFP fluorescence dephosphorylation (OMFP is methylfluorescein phosphate); Potency, µM (titrated, usually from 76.9 µM), for the others: top-dose activity, negative = inhibition, most hits filed as inhibitors; actives 0.006% (n = 330,000); AID 488837; further: potency means the concentration at half of the fitted maximal effect; on the % scale 0 is the no-effect control and ±100 the full control effect
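Eya2 (0.2 uM) preincubated 10 min at ambient with compound, then OMFP substrate added at 50 uM; 10 min reaction in 50 mM HEPES pH 7.5, 50 mM NaCl, 5 uM MgCl2, 0.05% BSA, 1 mM DTT. Fluorescence read at Ex 485/Em 525 nm.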
KCNH2 3.1 block: inhibitors of human KCNH2 3.1 potassium channel isoform. U2OS KCNH2 3.1, thallium flux FluxOr; hits give low values. activity change, % (tested at about 1.8 µM). actives 0.95% (n = 340,000);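 active means maximum activity change below -70%; inconclusive means maximum activity change from -70% to -50%; inactive means maximum activity change above -50%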;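 further: thallium influx rate constant from kinetic fluorescence after stimulation buffer; on the % scale 0 is the no-effect control and ±100 the full control effect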
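FluxOr-based Tl+ influx in U2OS cells transduced with KCNH2 3.1 virus; rate constants normalized to DMSO controls.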
TCR act: T cell receptor activation | Potency, µM (doses to about 9.22 µM), for the others: at the highest dose activation of IL-2 secretion, usual class: activators | 330,000 tested, under 10 active | AID 504894 | primary human leukocytes, anti-CD3, IL-2 HTRF, 48 h; further: % of control where 0% means no effect
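Readout: HTRF IL-2, Eu-cryptate/d2 antibody pair, 320nm excitation, 665nm emission. Stimulus: a-CD3 beads, no co-stimulation. Cells: primary human leukocytes. Exposure: 48 hr with compound.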
ELG1 repair inh: ELG1-dependent DNA repair inhibition; actives 2.3% (n = 330,000); Potency, µM (series often up to 46.1 µM), without a hit: at the top dose activity change, negative = inhibition, hits mostly inhibitors; AID 504467; HEK293T ELG1-luciferase reporter, luminescence, 16 h; DNA damage induced by 5-fluorouridine; further: potency means the concentration at half of the fitted maximal effect; on the % scale 0 is the no-effect control and ±100 the full control effect; nearly all actives have a fitted effect of over 55% in size
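Reporter activity after DNA damage by 5-fluorouridine is monitored. Compound-treated cells incubate 16 hr at 37 °C, then ONE-Glo is added for 30 min before luminescence reading.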
TRPV1 agonist: agonists of human vanilloid receptor 1 (TRPV1); Q8NER1; TRPV1-expressing cells, Fluo-8 calcium influx, agonist mode; activation, % at 8.33 µM; actives 0.19% (n = 320,000); AID 540275; in the data active means activation above about 80%; inconclusive means between about 30% and that limit; further: 0% is about no effect
Target sequence (Q8NER1 whole entry, looked up): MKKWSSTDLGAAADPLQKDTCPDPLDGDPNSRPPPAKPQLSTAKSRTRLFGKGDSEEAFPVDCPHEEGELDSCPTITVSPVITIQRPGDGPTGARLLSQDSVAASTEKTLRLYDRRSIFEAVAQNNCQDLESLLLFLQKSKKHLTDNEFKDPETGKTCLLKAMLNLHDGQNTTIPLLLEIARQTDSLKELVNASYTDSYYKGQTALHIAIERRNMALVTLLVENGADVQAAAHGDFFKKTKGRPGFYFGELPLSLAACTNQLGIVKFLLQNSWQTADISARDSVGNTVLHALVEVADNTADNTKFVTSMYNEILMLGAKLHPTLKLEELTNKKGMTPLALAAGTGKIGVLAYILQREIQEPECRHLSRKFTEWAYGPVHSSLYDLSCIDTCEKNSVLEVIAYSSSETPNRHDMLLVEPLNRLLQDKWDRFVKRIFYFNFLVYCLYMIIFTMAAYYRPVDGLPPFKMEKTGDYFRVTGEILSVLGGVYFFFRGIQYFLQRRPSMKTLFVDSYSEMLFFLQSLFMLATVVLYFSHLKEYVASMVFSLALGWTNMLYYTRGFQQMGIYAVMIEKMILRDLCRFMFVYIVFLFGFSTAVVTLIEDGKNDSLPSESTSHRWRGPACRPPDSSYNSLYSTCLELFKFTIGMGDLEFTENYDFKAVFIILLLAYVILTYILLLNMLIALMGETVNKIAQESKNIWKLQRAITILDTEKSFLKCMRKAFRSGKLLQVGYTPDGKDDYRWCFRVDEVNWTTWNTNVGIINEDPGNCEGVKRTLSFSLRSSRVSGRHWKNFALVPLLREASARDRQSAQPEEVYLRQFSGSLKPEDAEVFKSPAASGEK
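Cells expressing TRPV1 were dye-loaded with Fluo-8 and read kinetically: 10 s baseline, 3 min after compound (agonist portion), then 2 min after EC20 capsaicin (allosteric enhancer portion). Calcium-bound dye fluorescence at 480/520 nm.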
USP2a block: USP2a (human) protease inhibition; O75604; USP2 core, Ub-CHOP2 coupled fluorogenic reporter, 485/531; Potency, µM (doses to about 38.3 µM), for inactives: top-dose activity change, negative = inhibition, actives largely listed as inhibitors; actives 0.01% (n = 330,000); AID 463254;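 further: potency means the concentration at half of the fitted maximal effect; plate controls were DMSO wells for no effect and full inhibition by NEM control for full effect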
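USP2 core (10nM final) preincubated 30min RT with compound in 20mM Tris-HCl pH 8.0, 2mM CaCl2, 2mM beta-mercaptoethanol, 0.05% CHAPS; 25nM Ub-CHOP2 plus 25nM reporter substrate added, fluorescence (Ex485/Em531) read after 60min.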
Mito fusion yeast: mitochondrial division inhibition or fusion activation; AID 485298; S. cerevisiae fusion-defective mutant growth rescue, CellTiterGlo 48 h; Potency, µM (highest dose often 46.1 µM), for inactives: top-dose growth rescue (activation), most hits filed as activators; actives 0.23% (n = 320,000);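 further: potency means the concentration at half of the fitted maximal effect; % of control where 0% means no effect; nearly all actives have a fitted effect of over 45% in size; temperature-sensitive fusion mutants such as fzo1-1 at 37 °C on non-fermentable ethanol glycerol medium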
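Growth-rescue viability read-out: after 48 h at the non-permissive 37C in glycerol/ethanol YPEG, yeast mitochondrial fusion mutants are measured by CellTiterGlo luminescence; compounds (23 nl pinned per well) restoring growth score as division inhibitors or fusion activators.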
KCNH2 WT inh: KCNH2 (human, wildtype) channel inhibition. activity change, % at 1.84 µM. AID 720551. U2OS, BacMam KCNH2, thallium flux FluxOr; hits give low values. actives 0.37% (n = 340,000);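 active means maximum activity change below -70%; inconclusive means maximum activity change between -70% and -50%; inactive means maximum activity change above -50%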; further: on the % scale 0 is the no-effect control and ±100 the full control effect
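U2OS cells transduced with wild-type KCNH2 virus are loaded with FluxOr dye for 45 min, and thallium flux is measured in kinetic reads before and after stimulation buffer. Rate constants are normalized to DMSO controls.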
The depositor's hits bear a star; i = inactive; ? = inconclusive; nt = not tested or not shown; [ ] = dose if it differs, or a comment. Unless noted, the call rests on the fitted dose curve; in most records, active means well fitted curve in the direction sought with a large enough effect; inconclusive means small, poorly fitted or top-dose-only effect, or another doubt; inactive means no such curve, though single readings can be large; an effect the other way counts as inactive or inconclusive. The list is partial (hit frequency here may not be typical).

SMILES	AT treatment	TSHR antag	Eya2 phos inh	KCNH2 3.1 block	TCR act	ELG1 repair inh	TRPV1 agonist	USP2a block	Mito fusion yeast	KCNH2 WT inh
CCC(C)NS(=O)(=O)c1ccc(F)c(C(=O)Nc2c(F)cc(F)cc2Br)c1 (stereo not drawn)	8%	6	-9%	0	4%	?	2	-2%	4%	10
O=C(/C=C/c1ccco1)NC(=S)NNC(=O)c1ccco1	-1%	3	4%	-6	-2%[46.1 µM]	13%	2	3%	-10%	-22
CC(=O)N1CCOc2ccc(S(=O)(=O)N3CCN(c4cccc(C(F)(F)F)c4)CC3)cc21	-2%	-2	-1%	3	9%	-17%	6	0%	10%	-3
O=C(CCN1C(=O)/C(=C/c2ccccc2F)SC1=S)N[C@@H](CO)Cc1ccccc1	1%	6	-9%	3	-1%	?	5	2%	21%	3
CC(=O)N1CCN(c2ccc(NCc3cccs3)cc2)CC1	4%	3	15%	6	3%	2%	-1	-2%	-6%	-10
Cc1nn(-c2ccccc2)c2c1C(c1ccncc1)C(C#N)=C(N)O2 (stereo not drawn)	2%	1	-3%	-17	1%	15%	1	0%	-5%	-1
Cn1c(SCC(=O)N2CCCc3ccccc32)nnc1-c1cccs1	2%	1	5%	-7	2%	1%	-1	1%	2%	0
COC(=O)Cn1nc(-c2ccccc2)c2ccccc21	7%	-14	4%	3	-2%	?	7	5%	11%	4
CN(C)c1ccc(/C=N/NC(=O)c2ccc(CN3C(=O)c4cccc5cccc3c45)cc2)cc1	nt	9	-6%	nt	-6%[46.1 µM]	-4%	-1	1%	-2%	nt
Cc1cccc2c(=O)oc(-c3ccccc3Cl)nc12	7%	3	-4%	-5	-1%	-22%	6	1%	-5%	6
N#Cc1c(C(F)(F)F)cc(-c2cccs2)nc1N1CCCCC1	8%	-4	3%	-2	2%	1%	nt	11%	1%	0
N#CC1=C2N=C(N)c3c(sc4c3CCCCC4)N2C2=C(C(=O)CCC2)C1c1ccccc1 (stereo not drawn)	-3%	-10	-11%	-5	-1%	-27%	8	-4%	1%	-5
CCCC(=O)N(Cc1cc(=O)[nH]c2ccccc12)c1ccc(OC)cc1	4%	-3	12%	-3	5%	-18%	-7	2%	-4%	3
Cc1ccc(/C(N)=N/OC(=O)Oc2ccccc2)cc1	nt	-3	20%	7	5%	25%	0	?	-1%	0
CC/C(Cc1ccccc1)=N\NC(=O)c1cc([N+](=O)[O-])cc([N+](=O)[O-])c1	3%	6	7%	6	-2%	-8%	1	-1%	3%	-8
COc1cccc(/C(=N/O)C2CC2c2ccc(Cl)cc2)c1 (stereo not drawn)	2%	-6	-3%	1	2%	13%	7	0%	4%	-1
CN(C)S(=O)(=O)N1CCC(Oc2cccc(C(=O)N3CCSCC3)c2)CC1	1%	-3	-6%	-1	3%	-6%	4	1%	-1%	-1
CC1(C)CC(=NO)CC(C)(C)N1	-6%	8	2%	13	1%	7%	3	0%	0%	-3
COc1ccccc1-c1cn[nH]c1-c1ccc(O)cc1O	5%	0	4%	-116*	1%	-22%	1	4%	-4%	-7
FC(F)(F)c1ccc(Nc2nnnc3ccccc23)cc1	0%	2	-7%	8	-5%	20%	?	2%	5%	i
Cc1sc2c(c1C)c(=O)nc1scc(CC(=O)O)n12	2%	-1	-12%	6	0%	2%	-1	2%	-2%	0
COc1cc2nc(C3CCC3)n(NC(=O)C3CCC3)c(=O)c2cc1OC	-6%	15	-13%	1	nt	10%	0	0%	1%	-18
O=C(NCC(=O)N(c1ccc(F)cc1)C(C(=O)NC1CCCCC1)c1cccnc1)c1ccco1 (stereo not drawn)	-2%	9	3%	-2	0%	8%	1	1%	3%	19
CCOC(=O)C1CCN(C(=O)Cn2ncc3c([nH]c4ccccc43)c2=O)CC1	2%	-8	-8%	-6	14%	19%	1	-1%	16%	3
CC(C)n1c(O)c(N=NC(=O)CNC(=O)CCc2ccccc2)c2ccccc21	5%	0	7%	-5	-10%	0%	9	2%	2%	-8
Cc1cccc(-n2ncc3c(NC4CCCCC4)ncnc32)c1	-1%	-28	-7%	1	6%[46.1 µM]	?	?	-1%	28%	-14
OC(CNCc1ccccc1)(c1ccc(F)cc1)c1ccc(F)cc1	1%	0	-4%	nt	-5%	-4%	6	0%	-10%	4
COc1ccc(NC(=O)CSc2nc3cccnc3n2C)cc1	2%	5	-1%	4	-5%	-5%	-2	1%	-1%	i
NC(=O)c1ccc(OCC2CCCO2)cc1 (stereo not drawn)	0%	-3	10%	8	3%	12%	-2	1%	0%	3
CCOc1ccccc1-c1noc(CCC(=O)Nc2cccnc2)n1	3%	17	-13%	12	5%	-5%	-1	-1%	-7%	1
NC(=O)N/N=C/c1cn(-c2ccccc2)nc1-c1ccccc1	2%	-9	-2%	11	18%	?	25	-4%	-5%	7
O=C(Nc1cccc(S(=O)(=O)N2CCCCC2)c1)Nc1ccc(Cl)cc1Cl	9%	-31	-7%	-4	-4%[46.1 µM]	?	1	1%	-13%	0
COC(=O)c1c(C)oc(C)c1S(=O)(=O)NC(C)(C)C	-2%	1	-9%	-2	-5%	3%	-1	0%	5%	0
COc1cc(/C=C2\CC/C(=C\c3cc(OC)c(O)c(OC)c3)C2=O)cc(OC)c1O	-6%	-17	-3%	-5	0%[46.1 µM]	7.3µM*	1	2%	-23%	-2
CCC(C)(C)NC(=O)C1CCC(CNS(=O)(=O)c2cccc3nsnc23)CC1 (stereo not drawn)	2%	-18	1%	2	-27%	0%	2	3%	3%	-1
C#CCOCCOCCOCCNc1nc(N2CCN(C(=O)[C@H]([C@@H](C)CC)n3cc([C@@H](N)Cc4ccc(O)cc4)nn3)CC2)nc(N2CCN(C(=O)[C@H](Cc3cc4ccccc4[nH]3)n3cc([C@@H](N)C(C)CC)nn3)CC2)n1 (stereo partly drawn)	14%	-1	-9%	nt	nt	4%	-3	0%	0%	nt
CCN(CC(=O)N1CCN(Cc2ccccc2)CC1)S(=O)(=O)c1ccc(F)cc1	7%	8	1%	10	0%	-5%	2	0%	0%	2
COc1ccccc1N/C=C/C(=C(C#N)C#N)N(C)C	-2%	8	13%	-14	0%	8%	-2	0%	8%	-1
CC(=O)NN1C(=O)c2ccccc2NC1c1ccccc1O (stereo not drawn)	-9%	0	?	11	6%	-10%	-3	5%	10%	-8
COc1cc(CC(=O)OCC(=O)N2CCCCC2C)cc(OC)c1OC (stereo not drawn)	6%	-2	8%	1	-13%	6%	1	1%	-1%	30
Cc1cccc(OCCCCc2c(C)n[nH]c2C)c1C	4%	-50	-22%	2	1%	-13%	-1	-3%	5%	9
COc1ccc(NC(=O)CN2CCCCC2)c([N+](=O)[O-])c1	-1%	16	21%	-3	0%	?	?	3%	-3%	1
CC(=O)NNc1[nH]c2c(c(=O)c1[N+](=O)[O-])c(=O)n(C)c(=O)n2C	0%	-3	3%	18	5%	-11%	1	1%	4%	1
CON1C(=O)C(=O)N(OC)C2CCCCCC21 (stereo not drawn)	5%	8	2%	3	0%[46.1 µM]	17%	-1	1%	-5%	18
Cc1ccc(O)c(N=Cc2ccc(C)s2)c1	0%	-4	-3%	1	-1%[46.1 µM]	?	6	2%	1%	-13
CCC1(c2ccc(C)cc2)NC(=O)N(C(C)C(=O)Nc2ccc(N3CCOCC3)cc2)C1=O (stereo not drawn)	-1%	-1	14%	-17	10%	-16%	0	1%	-5%	-1
C/C(N)=C(/C#N)C(=O)CN1CCCCC1	-1%	-3	15%	3	1%	2%	0	1%	1%	1
O=C(CCc1nnc(CCC2CCCCC2)o1)NCCc1ccccn1	-1%	-6	2%	-33	0%	12%	2	0%	3%	-2
COc1ccc(/C=C/c2nnc(NC(=O)COc3ccccc3)s2)cc1	-6%	-1	1%	8	1%	0%	2	5%	-5%	1
Cc1cccc(C)c1N1CCN(C(=O)N2CCOCC2)CC1	-1%	0	2%	4	0%	14%	80*	5%	-2%	0
Cn1c(Cc2ccccc2)nnc1SCc1cc(=O)n2ccsc2n1	-1%	2	-2%	5	-1%	?	-2	2%	18%	21
CC(=O)c1cc(NC(=O)c2cccc(C(F)(F)F)c2)c(=O)oc1C	-5%	-8	11%	-1	-2%	9%	4	0%	6%	1

Grouped by structure: the entries above with an aryl thioether with sulfur outside any ring.
SMILES	AT treatment	TSHR antag	Eya2 phos inh	KCNH2 3.1 block	TCR act	ELG1 repair inh	TRPV1 agonist	USP2a block	Mito fusion yeast	KCNH2 WT inh
Cn1c(SCC(=O)N2CCCc3ccccc32)nnc1-c1cccs1	2%	1	5%	-7	2%	1%	-1	1%	2%	0
COc1ccc(NC(=O)CSc2nc3cccnc3n2C)cc1	2%	5	-1%	4	-5%	-5%	-2	1%	-1%	i
Cn1c(Cc2ccccc2)nnc1SCc1cc(=O)n2ccsc2n1	-1%	2	-2%	5	-1%	?	-2	2%	18%	21
